# S2 tox: cell viability loss in ATXN counter-screen; hit rate 0.49% among 400,000; Potency, µM (top dose mostly 56.7 µM), hits mostly cytotoxic; S2 cells (HEK-293 line with an ATXN2-luciferase reporter) viability, CellTiter-Fluor protease fluorescence, 24 h; note: nearly all actives have a fitted effect of over 40% in size
# Nrf2 activator: activates Nrf2 signaling; AREc32 ARE-luciferase reporter (MCF7-derived line), luminescence, 24 h; Potency, µM (top dose mostly 46.1 µM), for the others: at the top dose activation, hits mostly activators; hit rate 0.31% among 410,000; AID 624171; note: % of control where 0% means no effect; nearly all actives have a fitted effect of over 65% in size
#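 Luciferase luminescence (Steady-Glo, 30 min at room temperature) served as the read-out of ARE activation in AREc32 cells treated with compounds for 24 hr at 37 deg C.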
# TGFb SMAD3 inh: inhibitors of TGF-b signaling; hit rate 1.2% among 410,000; HepG2 CAGA-GFP TGF-b/SMAD3 reporter, GFP fluorescence, 18 h; TGF-beta stimulated, 500 pg/mL final; AID 588855; Potency, µM (titrated, usually from 46.1 µM), for the others: at the highest dose activity, negative = inhibition, hits mostly inhibitors; note: % is set by controls: 0 for no effect and ±100 for the full control effect; nearly all actives have a fitted effect of over 65% in size
#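 Cell-based qHTS in HEPG2 carrying a CAGA-GFP Smad reporter; compounds added before 500 pg/mL final TGF-beta, 18 h incubation at 37 degrees C, GFP fluorescence quantified per cell by imaging cytometry.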
# ATXN2 expr inh: ATXN2 expression inhibition; HEK-293 ATXN2-luciferase reporter, luminescence, 24 h; Potency, µM (doses to about 57 µM), for the others: at the highest dose activity change, negative = inhibition, usual class: inhibitors; hit rate 0.72% among 360,000; AID 1745845; note: % is set by controls: 0 for no effect and ±100 for the full control effect; nearly all actives have a fitted effect of over 55% in size
#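 ATXN2-luciferase reporter cells (luciferase flanked by upstream and downstream ATXN2 gene portions) were treated 24 h at 37 °C with compounds at up to 57 uM. SteadyGlo luminescence gave expression; GF-AFC fluorescence gave viability.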
# Nrf2 block: inhibitors of Nrf2 signaling; hit rate 2.1% among 360,000; Potency, µM (top dose mostly 46 µM), without a hit: at the highest dose activity change, negative = inhibition, usual class: inhibitors; A549 ARE-Fluc reporter, luciferase luminescence, 18-24 h; note: % is set by controls: 0 for no effect and ±100 for the full control effect; nearly all actives have a fitted effect of over 60% in size
#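 A549 ARE_Fluc cells, 5000/well, 5% FBS OPTI-MEM; compounds in dose-response, 18-24 h at 37 °C/5% CO2; CellTiter-Fluor viability read (Ex 405/Em 525), then BugLite luciferase luminescence = Nrf2 activity.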
# A549 viability: A549 cytotoxicity, counter-screen for Nrf2 inhibitors | A549 ARE-Fluc cells, CellTiter-Fluor viability, 18-24 h | hit rate 0.16% among 390,000 | Potency, µM (doses to about 46 µM), for inactives: at the top dose activity change, negative = cytotoxicity, usual class: inhibitors; note: % is set by controls: 0 for no effect and ±100 for the full control effect
#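 Cytotoxicity counterscreen: CellTiter-Fluor fluorescence was measured in A549 ARE_Fluc cells after 18-24 h of compound exposure in a concentration series. The subsequent BugLite luminescent read reports ARE-luciferase activity.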
# EPAC2 antagonist: EPAC2 (human) antagonism | Q8WZA2 | EPAC2 GEF exchange of Rap1B-BODIPY-GDP, fluorescence | Potency, µM (highest dose often 114 µM), inactives show at the highest dose activity, negative = inhibition, actives largely listed as inhibitors | hit rate 0.18% among 360,000 | AID 720708; note: % is set by controls: 0 for no effect and ±100 for the full control effect; nearly all actives have a fitted effect of over 45% in size; many of its hits are not listed in these tables
# Target sequence (Q8WZA2 whole entry, looked up): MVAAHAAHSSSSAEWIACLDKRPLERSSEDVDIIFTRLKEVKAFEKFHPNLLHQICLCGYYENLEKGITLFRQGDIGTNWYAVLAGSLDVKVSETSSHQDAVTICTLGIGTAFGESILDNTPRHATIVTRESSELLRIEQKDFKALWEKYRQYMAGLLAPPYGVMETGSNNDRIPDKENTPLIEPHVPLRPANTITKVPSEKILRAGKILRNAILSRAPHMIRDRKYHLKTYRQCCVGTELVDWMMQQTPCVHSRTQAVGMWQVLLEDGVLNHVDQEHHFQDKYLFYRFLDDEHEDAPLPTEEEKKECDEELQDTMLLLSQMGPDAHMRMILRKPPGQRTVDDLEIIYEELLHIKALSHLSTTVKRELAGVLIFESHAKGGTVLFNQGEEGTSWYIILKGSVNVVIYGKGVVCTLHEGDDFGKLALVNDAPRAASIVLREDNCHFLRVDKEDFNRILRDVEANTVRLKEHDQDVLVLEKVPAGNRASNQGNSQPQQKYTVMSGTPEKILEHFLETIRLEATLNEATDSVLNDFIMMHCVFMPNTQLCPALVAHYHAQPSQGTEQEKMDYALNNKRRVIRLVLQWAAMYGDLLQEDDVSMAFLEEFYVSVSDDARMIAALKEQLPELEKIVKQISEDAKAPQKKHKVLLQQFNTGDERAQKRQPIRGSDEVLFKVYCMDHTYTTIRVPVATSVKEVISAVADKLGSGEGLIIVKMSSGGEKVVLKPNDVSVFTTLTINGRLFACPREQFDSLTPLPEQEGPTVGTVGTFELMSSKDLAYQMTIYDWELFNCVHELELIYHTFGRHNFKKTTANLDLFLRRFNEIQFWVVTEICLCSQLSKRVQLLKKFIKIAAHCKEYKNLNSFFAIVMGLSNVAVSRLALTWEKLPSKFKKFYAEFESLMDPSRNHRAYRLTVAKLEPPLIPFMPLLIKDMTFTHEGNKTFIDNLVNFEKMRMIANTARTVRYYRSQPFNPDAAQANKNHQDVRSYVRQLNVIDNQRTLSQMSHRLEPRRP
# MCF10A rereplic: DNA re-replication induction in MCF 10a cells | MCF 10A DNA re-replication, Hoechst nuclear intensity, 48 h | Potency, µM (doses to about 46.1 µM), without a hit: at the top dose activity, positive = re-replication, usual class: activators | hit rate 2.9% among 350,000 | AID 624296; note: % of control where 0% means no effect; nearly all actives have a fitted effect of over 50% in size
# HepG2 viability: kills HepG2 cells in TGF-b inhibitor counter-screen. HepG2 CAGA-GFP viability, ATP luminescence, 18 h. Potency, µM (doses to about 46.1 µM), without a hit: top-dose activity change, negative = cytotoxicity, most hits filed as cytotoxic. hit rate 0.76% among 410,000; note: some results filed as inactive show a strong effect at the top dose
#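 CellTiter-Glo luminescence gave cytotoxicity after 18 hours at 37 degrees C. The cells were HepG2 CAGA-GFP in 1% FBS DMEM, stimulated with 500 pg/mL TGF-beta after compound addition. %Activity was normalised to no-cell wells (complete cell-killing) and DMSO (no toxicity), and curves were fitted and classified.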
# * = called active by the depositor; i = inactive; ? = inconclusive; · = no result given; [ ] = remark or other dose. Calls come from the whole dose curve; as a rule, active = well fitted curve in the direction sought with a large enough effect; inconclusive = small, poorly fitted or top-dose-only effect, or another doubt; inactive = no such curve, though single readings can be large; an effect the other way counts as inactive or inconclusive. Potency is the fitted concentration of half-maximal effect. An excerpt, so the mix of outcomes need not match the whole.
SMILES,S2 tox,Nrf2 activator,TGFb SMAD3 inh,ATXN2 expr inh,Nrf2 block,A549 viability,EPAC2 antagonist,MCF10A rereplic,HepG2 viability
COC(=O)CNC(c1ccccc1)c1cc(Br)ccc1NC(=O)c1cc(OC)c(OC)c(OC)c1 (stereo not drawn),?,20%,37%,-19%,?,-1%,·,·,-8%
Cn1c(=O)[nH]c2nc[nH]c2c1=O,i,0.1%,-3%,5%,5%,-3%,13%,-13%,1%
CCCn1nc2cc(C(=O)NCc3ccc(OC)cc3)ccc2c1OCC,i,0.2%,-1%,-2%,5%,6%,-14%,11%,2%
O=C(CCCc1ccccc1)NCCc1ccc(F)cc1,i,0.0%,3%,25%,5%,2%,0%,1%,3%
CC(C)(C)OC(=O)N1CCCC(C(=O)Nc2cccc(C(=O)N3CCCC3)c2)C1 (stereo not drawn),i,-0.4%,-7%,9%,-11%,-3%,-4%,4%,0%
Cc1ccc(S(=O)(=O)N2CCN(C(=O)COC(=O)C3CCC3)CC2)cc1,i,-0.5%,3%,2%,-13%,-2%,2%,-1%,-1%
COC(=O)c1ccccc1NC(=O)Nc1cnccn1,·,-0.5%,-19%,·,0%,-4%,15%,1%,-2%
Cc1ccc([N+](=O)[O-])c(OCCN2CCc3ccccc3C2)c1,i,4.1%,?,-4%,-1%,-14%,6%,?,-27%
Cc1cc(C)c(C(=O)COC(=O)CCNS(=O)(=O)c2c(Cl)cccc2Cl)cc1C,i,-0.4%,-4%,9%,10%,-6%,-9%,?,0%
C/C(=N\NC(=O)CNC(=O)c1ccc(Br)cc1)c1ccco1,i,19%,0%,4%,-20%,-7%,1%,3%,3%
COc1cccc2cc(-c3nc(-c4cccs4)no3)c(=O)oc12,i,-0.2%,5%,32%[activator],8%[9.27 µM],0%,·,·,2%
COc1ccc(C2Nc3ccccc3C(=O)N2c2ccc(C)cc2)cc1Cn1nnc2ccccc21 (stereo not drawn),i,4.6%,-6%,37%[activator],-3%,-4%,-9%,24%,-11%
COC(=O)c1ccc(COC(=O)c2ccc(CS(=O)(=O)c3ccc(C)cc3)cc2)cc1,i,0.2%,0%,0%,-17%,-5%,-2%,8%,-42%
CCOc1cc(/C=C2\CCCC(C(=O)C(F)(F)F)=C2O)ccc1O,i,?,-19%,2%,14%,0%,6%,18µM*,-47%
Cc1ccc(C)c(N2CCN(c3cc(C)nc4c(-c5ccc(Cl)cc5)c(C)nn34)CC2)c1,·,2.4%,·,·,?,4%,·,·,0%
O=C(/C=C/c1cccc(F)c1)Nc1cc(S(=O)(=O)N2CCOCC2)ccc1Cl,i,11%,-6%,-8%,?,-10%,-12%,?,-21%
CCN1CCN(Cc2cccc(Oc3ccccc3)c2)CC1,i,-0.9%,15%,-9%,10%,11%,-3%,-2%,-11%
CC1CCCC(NC(=O)CCNC(=O)c2ccc(Br)cc2)C1C (stereo not drawn),i,1.7%,-7%,8%,-2%,-7%,-5%,8%,-12%
CC1CCc2c(sc3nn[nH]c(=O)c23)C1 (stereo not drawn),i,-0.4%,4%,9%,-11%,-8%,-1%,4%,19%
COc1cccc(CCNC(=O)C2CCCN(c3ncnc4c3nc3n4CCCCC3)C2)c1OC (stereo not drawn),i,0.0%,8%,1%,-4%,-1%,-2%,9%,12%
CCc1ccccc1NC(=O)Nc1cnccn1,i,-0.7%,1%,-5%,-25%,8%,1%,14%,8%
Cc1nnc(CN(C)Cc2cn[nH]c2-c2ccc(-c3ccccc3)cc2)o1,i,-0.3%,-10%,-2%,3%,-4%,-1%,1%,-4%
O=C(Nc1cccc(-c2nnc(-c3ccccc3)o2)c1)C1CC1,i,0.4%,4%,0%[11.3 µM],-14%,-2%,4%,-4%,5%
CN1CCN(CCN2CCn3c2nc2ccccc23)CC1,i,-0.5%,13%,3%,14%,1%,0%,4%,1%
N#Cc1c(-n2ncnc2-c2ccc(F)cc2)sc2c1CCCCC2,i,7.0%,5%,102%[activator],?,-8%,·,·,0%
COc1ccc(Cl)cc1NC(=O)Cn1c(=O)n(Cc2ccc(F)cc2)c(=O)c2cccnc21,i,5.8%,5%,-6%,-9%,1%,·,·,-11%
Clc1ccc(CN2CCc3nc(N4CCN(c5ccccn5)CC4)ncc3C2)cc1,i,-0.1%,-37%,-25%,·,-6%,·,·,-29%
CCc1nnc(NC(=O)c2cc(-c3cccnc3)nc3ccccc23)s1,i,0.2%,17%,·,1%,-15%,6%,?,-3%
CN(CCc1ccccn1)S(=O)(=O)c1ccccc1F,i,-0.9%,14%,8%,15%,-4%,13%,-1%,4%
C=CCOc1c(Br)cc(/C=N/O)cc1OCC,i,0.1%,?,4%,-2%,18%,?,5%,-26%
COc1ccccc1-c1cc(C2CC2)nc(N)c1C#N,i,0.2%,-21%,9%,-5%,19%,0%,1%,1%
COc1ccc2cc(C3CC(c4cccs4)=NN3S(C)(=O)=O)c(Cl)nc2c1 (stereo not drawn),i,4.9%,6%,2%,-1%,-4%,-21%,14%,-4%
COC(=O)c1nc2n(n1)C(c1cccc(Cl)c1)C1=C(CC(C)(C)CC1=O)N2 (stereo not drawn),i,-0.3%,-18%,3%,-11%,1%,7%,8%,8%
Cc1c(OCC(=O)NC2CCN(Cc3ccccc3)CC2)ccc2c3c(c(=O)oc12)CCC3,i,-0.4%,-10%,2%,1%,-1%,0%,-1%,0%
CCCC(=O)Nc1nnc(COC)s1,i,-0.7%,4%,11%,-8%,0%,-3%,-4%,-8%
COCCn1nnnc1CN(Cc1cccnc1)Cc1cc2cc(OC)ccc2[nH]c1=O,i,0.5%,11%,3%,12%,2%,3%,-1%,-15%

# 3 neighbouring compounds out of the list so far, quoted:
SMILES,S2 tox,Nrf2 activator,TGFb SMAD3 inh,ATXN2 expr inh,Nrf2 block,A549 viability,EPAC2 antagonist,MCF10A rereplic,HepG2 viability
Cc1c(OCC(=O)NC2CCN(Cc3ccccc3)CC2)ccc2c3c(c(=O)oc12)CCC3,i,-0.4%,-10%,2%,1%,-1%,0%,-1%,0%
CCCC(=O)Nc1nnc(COC)s1,i,-0.7%,4%,11%,-8%,0%,-3%,-4%,-8%
COCCn1nnnc1CN(Cc1cccnc1)Cc1cc2cc(OC)ccc2[nH]c1=O,i,0.5%,11%,3%,12%,2%,3%,-1%,-15%

# New compounds follow:
SMILES,S2 tox,Nrf2 activator,TGFb SMAD3 inh,ATXN2 expr inh,Nrf2 block,A549 viability,EPAC2 antagonist,MCF10A rereplic,HepG2 viability
COc1ccc(OC)c(C(=O)Cn2nnc(-c3ccc(N4CCOCC4)cc3)n2)c1,i,0.3%,2%,-8%,2%,-9%,-1%,?,9%
CNC(=S)N(Cc1cccs1)Cc1cc2ccc(OC)cc2[nH]c1=O,i,4.0%,-10%,7%,-21%,0%,-9%,13%,-9%
N#CC1(NC(=O)COC(=O)c2nc(Cl)ccc2Cl)CCCCC1,i,0.2%,-15%,4%,6%,-12%,10%,-2%,-3%
O=C(NCC1CCCO1)C(c1ccc(N2CCOCC2)cc1)N(C(=O)Cn1nnc2ccccc21)c1ccccc1F (stereo not drawn),i,-0.1%,?,0%,4%,7%,-6%,-5%,-7%
N=c1c2c(-c3ccccc3)c(-c3ccccc3)n(Cc3ccco3)c2ncn1CCCO,i,10%,25µM*,-37%,?,?,2%,?,18µM*
Cc1ccc(NC(=O)c2ccc3[nH]c(C)cc(=O)c3c2)cc1,i,-0.9%,-5%,-15%,3%,10%,·,·,23%
Cc1cccc(NC(=O)C2CCN(S(=O)(=O)c3ccc4c(c3)NC(=O)CO4)CC2)c1,i,-0.2%,1%,-3%,-13%,-5%,-2%,0%,-2%
COc1ccccc1Cn1c(C)c(C(=O)NCc2ccc(C#N)cc2)sc1=O,i,-0.1%,-1%,-21%,·,·,?,·,-3%
CCNC(=S)NNC(=O)c1cc(CC(C)C)nc2ccccc12,i,0.0%,-24%,-18%,?,-10%[1.84 µM],-1%,28%,-23%
CCCCOc1ccc(C(=O)NCCC(=O)NCCCC(=O)OCC)cc1,i,-0.3%,1%,-9%,3%,3%,3%,-3%,9%
CCN(CC)CCCn1c2c(c(SCC(=O)Nc3ccccc3Cl)nc1=O)CCC2,i,-0.8%,-9%,3%,-1%,-1%,-1%,4%,-16%
CC(NC(C(=O)c1ccccc1)c1ccccc1)c1ccccc1 (stereo not drawn),i,-0.9%,6%,13%,2%,7%,?,-2%,-12%
CCn1cc(C(=O)N(C)c2cc(C)ccc2OC)c2cc(OC)c(OC)cc2c1=O,i,-0.5%,2%,-6%,-11%,-2%,10%,-5%,-3%
O=C(NCC(=O)N1CCN(S(=O)(=O)c2cccc(F)c2)CC1)c1ccc(Br)o1,i,0.3%,-12%,-8%,6%,-3%,1%,-3%,3%
COC(=O)CCC(=O)N1CCc2cc(S(=O)(=O)N3CCc4ccccc43)ccc21,i,-0.4%,-5%,4%,·,-2%,-3%,-11%,-21%
CCOc1ccc(CC(=O)C2C(=O)CC(C)(C)CC2=O)cc1OCC,i,0.4%,-4%,0%,3%,1%,1%,?,4%
CCOC(=O)N1CCN(C(=O)c2cc3c(s2)-c2ccccc2OC3)CC1,i,0.6%,?,-20%,-17%,-1%,-11%,-1%,-2%
COc1cc(OC)cc(C(=O)Nc2cccc(NC(C)=O)c2)c1,i,-0.6%,12%,0%,10%,7%,-6%,-1%,-7%
COc1ccc(OC)c(NC(=O)c2nc(-c3ccccc3)oc2C)c1,?,2.4%,22%,·,13%,-1%,-13%,5%,2%
c1ccc(Nc2nc(-c3ccncc3)cs2)nc1,i,?,0%,59%[activator],?,-15%,8%,2%,-7%
CCOc1ccccc1NC(=O)c1nn(-c2ccc(C)cc2)c(=O)n(C)c1=O,i,0.5%,-4%,4%,·,9%,·,·,-14%
CS(=O)(=O)N(CC(=O)Nc1ccccc1C(=O)N1CCCC1)c1ccc2c(c1)OCO2,?,-0.3%,5%,-35%,-6%,7%,1%,-5%,-3%
O=C(NCCCNC(=O)c1cccnc1)c1ccc(Cl)cc1,i,-0.8%,-2%,-7%,2%,1%,6%,-4%,-2%
CCOc1cccc(CN2CCC(n3nccc3NC(=O)c3ccc4c(c3)OCO4)CC2)c1,i,0.0%,-3%,-9%,10%,-7%,4%,21%,3%
